# FUS suppressor: FUS proteinopathy suppression in yeast; S. cerevisiae FUS-expressing, growth rescue, OD600, 24 h; Potency, µM (series often up to 76.6 µM), without a hit: top-dose growth rescue (activation), actives largely listed as activators; 0.24% of 390,000 active;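 also: potency is read from the fitted curve at half-maximal effect; plate controls were DMSO vehicle for no effect and reference control for full effect; nearly all actives have a fitted effect of over 55% in size; some results filed as inactive show a strong effect at the top dose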
#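 Toxicity suppression screen in FUS-yeast. Cells induced with 2% galactose, starting OD 0.005, treated 24hr at 30C with compounds at multiple final concentrations; growth by OD600.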
# DRD3 antagonist: blocks the human D3 dopamine receptor; P35462; D3R cells, DiscoveRx beta-arrestin luminescence, antagonist mode; hits give low values; max response, negative = inhibition, %; 2.5% of 360,000 active; in the data active = max response below about -50%; inconclusive = no clear call, values can overlap the other calls; also: % is scaled to controls: 0 for no effect and ±100 for the full control effect; mostly tested at two doses, the higher about 12 µM
#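 Cells plated overnight at 1500 cells/well, then exposed to library compounds with dopamine controls for 90 minutes at 37 degrees C. DiscoveRx reagent added for 30–60 minutes at room temperature; luminescence read, quantitative HTS format.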
# TDP-43 yeast inh: inhibitors of TDP-43 toxicity in yeast; TDP-43 expressing yeast growth rescue, BacTiter-Glo, 24 h; Potency, µM (highest dose often 46.1 µM), for inactives: at the highest dose growth rescue (activation), hits mostly activators; 1.8% of 410,000 active; AID 652104; also: potency is read from the fitted curve at half-maximal effect; % of control where 0% means no effect; nearly all actives have a fitted effect of over 50% in size
#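 Growth rescue of TDP-43-toxic yeast measured as ATP luminescence (BacTiter-Glo). Cells grown to mid-log in raffinose, induced in galactose at OD600=0.02, exposed to compound 24 hr at 30 deg C.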
# DRD3 agonist: D3 dopamine receptor (human) agonism. 0.58% of 410,000 active. P35462. AID 652048. D3R DiscoveRx beta-arrestin cells, luminescence, 90 min. max activation, %; in the data active = max activation above about 30%; also: 0% is about no effect; mostly tested at two doses, the higher about 12 µM
#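 Agonist-mode cell screen: cells plated at 1500/well and incubated overnight at 37 °C, then exposed to library compounds for 90 min at 37 °C. Detection reagent was added for 30–60 min at room temperature, and luminescence was read.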
# aSyn rescue: inhibitors of alpha-synuclein toxicity in yeast; Yeast expressing alpha-synuclein, growth rescue, BacTiter-Glo, 24 h; Potency, µM (titrated, usually from 46.1 µM), for inactives: at the highest dose growth rescue (activation), usual class: activators; 0.14% of 370,000 active; also: potency is read from the fitted curve at half-maximal effect; % of control where 0% means no effect; nearly all actives have a fitted effect of over 65% in size
#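 Readout is rescue of growth in alpha-synuclein-expressing yeast, so inhibitors of toxicity appear as activators. Growth after 24 hr at 30 deg C in galactose medium is quantified by luminescence.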
# EPAC2 antagonist: blocks human EPAC2 exchange factor | Q8WZA2 | 0.18% of 360,000 active | EPAC2 GEF exchange of Rap1B-BODIPY-GDP, fluorescence | Potency, µM (highest dose often 114 µM), for the others: at the top dose activity, negative = inhibition, most hits filed as inhibitors; also: potency is read from the fitted curve at half-maximal effect; % is scaled to controls: 0 for no effect and ±100 for the full control effect; nearly all actives have a fitted effect of over 45% in size; many of its hits are not listed in these tables
# Target sequence (Q8WZA2 whole entry, looked up): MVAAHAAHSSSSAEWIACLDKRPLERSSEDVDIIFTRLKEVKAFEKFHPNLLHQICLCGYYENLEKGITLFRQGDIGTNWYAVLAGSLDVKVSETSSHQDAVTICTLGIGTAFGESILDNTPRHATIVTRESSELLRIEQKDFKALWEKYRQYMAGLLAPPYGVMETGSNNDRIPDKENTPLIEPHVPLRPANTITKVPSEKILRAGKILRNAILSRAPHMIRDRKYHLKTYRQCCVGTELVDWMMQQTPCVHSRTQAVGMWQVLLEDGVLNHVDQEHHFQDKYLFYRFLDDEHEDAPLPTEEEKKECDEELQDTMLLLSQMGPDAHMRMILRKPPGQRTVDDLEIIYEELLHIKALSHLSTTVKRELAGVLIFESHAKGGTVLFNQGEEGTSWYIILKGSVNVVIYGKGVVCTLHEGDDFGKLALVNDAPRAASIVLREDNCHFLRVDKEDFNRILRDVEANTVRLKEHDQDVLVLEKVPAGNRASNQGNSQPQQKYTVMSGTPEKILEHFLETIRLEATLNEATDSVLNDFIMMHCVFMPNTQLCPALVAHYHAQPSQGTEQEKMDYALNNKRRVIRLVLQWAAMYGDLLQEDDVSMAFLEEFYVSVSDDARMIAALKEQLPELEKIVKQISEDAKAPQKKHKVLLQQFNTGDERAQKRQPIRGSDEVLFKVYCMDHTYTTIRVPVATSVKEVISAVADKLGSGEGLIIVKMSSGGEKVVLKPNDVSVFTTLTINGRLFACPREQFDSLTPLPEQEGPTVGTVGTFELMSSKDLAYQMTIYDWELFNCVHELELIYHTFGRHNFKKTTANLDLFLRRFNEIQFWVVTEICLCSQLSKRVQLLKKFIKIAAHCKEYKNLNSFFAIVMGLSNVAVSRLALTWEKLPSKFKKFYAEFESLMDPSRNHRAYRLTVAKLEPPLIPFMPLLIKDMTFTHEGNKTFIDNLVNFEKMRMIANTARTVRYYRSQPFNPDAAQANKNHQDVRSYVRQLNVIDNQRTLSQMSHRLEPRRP
# Abeta yeast res: compounds reversing amyloid beta toxicity in yeast | yeast expressing A-beta42, growth rescue, OD600, 48 h; response scale: 0% DMSO, 100% iron-clioquinol control | Potency, µM (highest dose often 46.1 µM), for the others: at the top dose growth rescue, actives largely listed as activators | 0.063% of 410,000 active | AID 1347071; also: potency is read from the fitted curve at half-maximal effect; nearly all actives have a fitted effect of over 55% in size
#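 Yeast A-beta toxicity model in growth medium with pinned compounds, 48 h at 30 C; growth read as absorbance at 600 nm. Normalized to FeCl3/clioquinol equimolar mix (positive) and DMSO (negative).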
# EPAC2 ag: activates human EPAC2 exchange factor. EPAC2 activation, biochemical qHTS; response scale: 100% = 6.5 mM cAMP response. Potency, µM (titrated, usually from 154 µM), without a hit: at the top dose activation, usual class: activators. 0.079% of 360,000 active; also: potency is read from the fitted curve at half-maximal effect; nearly all actives have a fitted effect of over 50% in size
#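 Each well held 100 nM EPAC2, 250 nM RAP1B-BODIPY-GDP and 50 uM GDP. Fluorescence, read at 5-min intervals to 30 min, was referenced to a 6.5 mM cAMP positive control.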
# * hit, by the source's call; ? = inconclusive; . = not tested or not shown; [ ] = dose if it differs, or a comment. Unless noted, calls follow the shape of the dose curve; as a rule, active = well fitted curve in the direction sought with a large enough effect; inconclusive = small, poorly fitted or top-dose-only effect, or another doubt; inactive = no such curve, though single readings can be large; an effect the other way counts as inactive or inconclusive. A portion of the library. The share of hits here may be higher or lower than overall.
SMILES,FUS suppressor,DRD3 antagonist,TDP-43 yeast inh,DRD3 agonist,aSyn rescue,EPAC2 antagonist,Abeta yeast res,EPAC2 ag
CC(C)c1ccc(O)c(N)c1,14%,-9,3%,-2,-13%,-2%,0%,9%
CCn1c(SCC(=O)c2[nH]c(C)c(C(C)=O)c2C)nnc1-c1cccs1,14%,32,18%,2,1%,10%[57.1 µM],-4%,-4%
Cc1ccc(-n2nc(C)cc2NC(=O)c2ccc(C)s2)cc1,52%,?,-30%,-4,-1%,9%,-9%,9%
N=C(N=C(N)N)N1CCc2ccccc21,12%,-14,7%,-6,-4%,2%,-14%,3%
CC(C)C(=O)NNC(=O)CC(=O)Nc1ccccc1C(=O)O,-10%,4,-19%,-9,-5%,14%,-10%,10%
O=C(COc1ccc(S(=O)(=O)NC2CCCCC2)cc1Cl)NCc1cccnc1,0%,-20,-2%,-1,1%,-2%,-2%,7%
CCOC(=O)N1CCC(c2nc(C)sc2C(=O)O)CC1,4%,4,-13%,-5,9%,-3%,8%,8%
COc1ccccc1C(=O)NCCC(=O)Nc1cccnc1,4%,8,-9%,3,-5%,1%,-21%,-2%
CC1CC(C(F)(F)C(F)(F)F)n2nc(C(=O)O)cc2N1 (stereo unspecified),.,-15,?,-3,1%,8%,8%,2%
COc1ccc(NC(=O)N2CCN(S(=O)(=O)c3ccc(F)cc3)CC2)c(OC)c1,.,-22,22%,-11,3%,-7%,-9%,4%

# Limited to TDP-43 yeast inh, for 2 of the compounds above:
canonical_smiles	TDP-43 yeast inh
Cc1ccc(-n2nc(C)cc2NC(=O)c2ccc(C)s2)cc1	-30%
COc1ccccc1C(=O)NCCC(=O)Nc1cccnc1	-9%

# Remaining list, next part:
SMILES,FUS suppressor,DRD3 antagonist,TDP-43 yeast inh,DRD3 agonist,aSyn rescue,EPAC2 antagonist,Abeta yeast res,EPAC2 ag
O=c1c2ccccc2nc2n1CCC2,.,12,10%,1,3%,2%,6%,-1%
OCCN1C2=NCCCN2c2ccccc21,-15%,-8,-3%,4,1%,9%,-1%,0%
C#CCNC(=O)c1cccn1-c1ncc(C(F)(F)F)cc1Cl,23%,-4,-18%,-16,-1%,-2%,-2%,5%
CN(CC(=O)NC1CCCCCC1)S(=O)(=O)c1ccc(Br)cc1,.,0,3%,-17,-4%,6%,-17%,13%
O=C(O)CCC(=O)Nc1ccc(C(=O)N2CCCCC2)cc1,-6%,5,-16%,3,0%,2%,6%,10%
O=C(CCl)Nc1ccc2c(c1)OCO2,8%,17,4%[9.22 µM],2,1%,5%,-24%,-1%
Cc1ccccc1Cn1cc(NC(=O)c2noc3c2CC(C(C)(C)C)CC3)cn1 (stereo unspecified),42%,-21,-9%,-3,4%,-4%,?,-5%
CCOC(=O)/C(C#N)=C/C1=C(N2CCCC2)CC(C)(C)OC1,-4%,-13,-3%,-3,-7%,8%,8%,3%
COc1ccccc1NC(=S)NCc1ccccc1,-13%,10,21%,0,13%,-5%,?,5%
COc1ccc(CNC(=O)CCc2ccc(S(=O)(=O)N3CCCCCC3)cc2)cc1OC,5%,16,3%,4,-1%,5%,-1%,9%

# In the list so far, four have an aryl methoxy group.
SMILES,FUS suppressor,DRD3 antagonist,TDP-43 yeast inh,DRD3 agonist,aSyn rescue,EPAC2 antagonist,Abeta yeast res,EPAC2 ag
COc1ccccc1C(=O)NCCC(=O)Nc1cccnc1,4%,8,-9%,3,-5%,1%,-21%,-2%
COc1ccc(NC(=O)N2CCN(S(=O)(=O)c3ccc(F)cc3)CC2)c(OC)c1,.,-22,22%,-11,3%,-7%,-9%,4%
COc1ccccc1NC(=S)NCc1ccccc1,-13%,10,21%,0,13%,-5%,?,5%
COc1ccc(CNC(=O)CCc2ccc(S(=O)(=O)N3CCCCCC3)cc2)cc1OC,5%,16,3%,4,-1%,5%,-1%,9%

# Next entries:
SMILES,FUS suppressor,DRD3 antagonist,TDP-43 yeast inh,DRD3 agonist,aSyn rescue,EPAC2 antagonist,Abeta yeast res,EPAC2 ag
CN(C)c1ccc(C2N(C(=O)N3CCOCC3)CCN2S(=O)(=O)c2ccccc2)cc1 (stereo unspecified),19%,-5,-10%,15,0%,7%,4%,2%
COc1ccc(NC(=O)C2CCCCN2S(=O)(=O)c2ccc(F)cc2)c(OC)c1 (stereo unspecified),17%,4,17%,-2,-5%,-3%[57.1 µM],-16%,16%
O=C(c1ccc(S(=O)(=O)Nc2ccccc2Cl)cc1)N1CCOCC1,-7%,-3,4%,-4,1%,9%,3%,6%
CCCn1c(=O)c2c(C(=O)OCC)cc(-c3ccco3)nc2n(CCC)c1=O,0%,12,-12%,7,6%,-3%,9%,-3%
Cc1cc(CN(C)Cc2c(C(=O)N3CCCCCCC3)nc3ccc(Cl)cn23)n[nH]1,35%,-8,0%[9.22 µM],-8,0%,7%,-16%,5%
CCOc1ccc(-c2nnc(SCC(=O)Nc3ccccc3C(F)(F)F)o2)cc1,13%,.,?,-4,.,.,-10%,.
O=C(Nc1ccc(N2CCN(C(=O)c3ccccc3F)CC2)cc1)c1ncn[nH]1,14%,3,1%,-1,-4%,1%,-6%,8%
COC(=O)c1ccc(CS(=O)(=O)c2ccccc2C)o1,-9%,-12,-3%,4,3%,-9%,5%,-4%
Cc1cccc(C)c1NC(=O)c1nc(S(C)(=O)=O)ncc1N(Cc1ccc(C(C)(C)C)cc1)Cc1ccco1,?,.,14%,8,.,.,28%,.
CN(C)c1ncc(S(=O)(=O)c2ccccc2)c(N)n1,2%,5,-2%,1,-1%,-14%,7%,5%

# Single records (already shown).
# O=C(Nc1ccc(N2CCN(C(=O)c3ccccc3F)CC2)cc1)c1ncn[nH]1 is listed as FUS suppressor: 14%; DRD3 antagonist: 3; TDP-43 yeast inh: 1%; DRD3 agonist: -1; aSyn rescue: -4%; EPAC2 antagonist: 1%; Abeta yeast res: -6%; EPAC2 ag: 8%
# Cc1cc(CN(C)Cc2c(C(=O)N3CCCCCCC3)nc3ccc(Cl)cn23)n[nH]1 is listed as FUS suppressor: 35%; DRD3 antagonist: -8; TDP-43 yeast inh: 0%[9.22 µM]; DRD3 agonist: -8; aSyn rescue: 0%; EPAC2 antagonist: 7%; Abeta yeast res: -16%; EPAC2 ag: 5%
# COC(=O)c1ccc(CS(=O)(=O)c2ccccc2C)o1 is listed as FUS suppressor: -9%; DRD3 antagonist: -12; TDP-43 yeast inh: -3%; DRD3 agonist: 4; aSyn rescue: 3%; EPAC2 antagonist: -9%; Abeta yeast res: 5%; EPAC2 ag: -4%

# The listing continues.
SMILES,FUS suppressor,DRD3 antagonist,TDP-43 yeast inh,DRD3 agonist,aSyn rescue,EPAC2 antagonist,Abeta yeast res,EPAC2 ag
C=C(C)C(=O)Nc1cccc(C2=NOC3(C2)C[C@@H](C(N)=O)N(C(=O)c2cc([N+](=O)[O-])cc([N+](=O)[O-])c2)C3)c1 (stereo partly specified),13%,1,11%,1,-1%,0%,-10%,-2%
CCCCN(C(=O)c1ccc(N2CCCC2=O)cc1)c1c(N)n(CCCC)c(=O)[nH]c1=O,14%,-23,14%,-10,-3%,-3%,-4%,-3%
CCCc1nc(-c2cc3cc(C)ccc3[nH]c2=O)no1,19%,-12,-24%,-2,-8%,6%,-1%,10%
O=C1/C(=C/c2ccc(F)cc2)SC(=S)N1N1CCOCC1,5%,11,-7%,2,0%,-26%,12%,2%
CC(C)(C)c1cc(NC(=O)c2cccnc2)no1,12%,-7,0%,-4,-1%,0%,1%,9%
Nc1ccc(C=C2C=Cc3ccccc32)cc1,7%,-16,?,0,-45%[inhibitor],-3%,-21%,14%
C/C(=N\NC(N)=S)C1=CCC2C3CC[C@H]4CC(O)CC[C@]4(C)C3CC[C@]12C (stereo partly specified),-12%,9,?,-6,3%,-6%,-3%,9%
Cc1ccc(NC2CCCN(C(=O)CCN3CCOCC3)C2)cc1C (stereo unspecified),-2%,5,2%,2,2%,2%,18%,3%
Cc1ccc(C(C)C)c(OCC(O)CN2CCOCC2)c1 (stereo unspecified),-6%,34,-16%,1,0%,4%,1%,-4%
CCN(CC(=O)Nc1ccc(S(=O)(=O)N2CCCC2)cc1)CC(=O)Nc1ccccc1C(F)(F)F,28%,2,16%,4,2%,-2%,6%,2%
CSc1nc(C)c(Oc2ccccc2)c(=O)n1C,18%,8,13%,-2,-3%,-1%,-9%,-1%
CC(=O)Nc1ccc(C(=O)NC2CCSc3ccccc32)cc1 (stereo unspecified),15%,-3,-4%,2,1%,-2%,2%,15%
COc1cc(NC(=O)c2cccc(C)c2)c(OC)cc1NC(=O)CN1CCCCC1,31%,3,-12%,-6,-1%,-15%,-14%,14%
N#Cc1nc(-c2ccc(F)cc2)oc1N1CCCCC1,-46%,?,?,-7,-5%,-9%,-9%,16%
CCc1nc2c(OCc3ccccc3C(=O)OC)cccn2c1N(C)C(=O)c1ccncc1,-16%,27,14%,1,-1%,1%,-10%,11%
COc1cc2c(cc1OC)C(c1ccccc1O)NCC2 (stereo unspecified),0%,6,7%,12,3%,12%,-7%,-3%
O=c1[nH]c(=S)[nH]cc1Oc1ccc(Cl)cc1Cl,-3%,11,17%,0,2%,15%,3%,1%
CC(C)(C)OC(=O)N1CCC[C@@H]1C(=O)NCc1ccccc1Cl,-2%,14,28%,2,-5%,9%,-11%,8%
COc1cccc(/C=C2\SC(=S)N(NC(=O)c3ccncc3)C2=O)c1,16%,-6,15%,2,16%,-1%,28%,6%
C=CCNc1c2c(nc3nnnn13)CCCC2,-4%,-3,-2%,-3,-2%,24%,-8%,1%
Cc1ccc(OCC(=O)Nc2ccc(S(=O)(=O)NC3=NCCCCC3)cc2)cc1,?,6,9%,4,2%,-5%,-6%,8%
Nc1c(N2CCCC2)c2ccccc2oc1=O,-2%,11,-9%,44*,6%,-9%,-21%,3%

# Laid out differently: results already given.
# Results follow in this order: FUS suppressor | DRD3 antagonist | TDP-43 yeast inh | DRD3 agonist | aSyn rescue | EPAC2 antagonist | Abeta yeast res | EPAC2 ag
> CC(C)(C)OC(=O)N1CCC[C@@H]1C(=O)NCc1ccccc1Cl
  -2% | 14 | 28% | 2 | -5% | 9% | -11% | 8%
> CCOC(=O)N1CCC(c2nc(C)sc2C(=O)O)CC1
  4% | 4 | -13% | -5 | 9% | -3% | 8% | 8%
